# phage Ecoli inh: growth loss of phage-infected E. coli, primary screen, RecBCD inhibitor project, absorbance, with phage, HTS | inhibition, % at 11.9 µM | actives 0.26% (n = 360,000); in the data active = inhibition above about 11%
# Wnt act: Wnt/beta-catenin pathway activators, primary screen, cell-based, plate reader, single point. Wnt/beta-catenin reporter cell assay, activator. activation, % at 9.35 µM. actives 1.2% (n = 300,000). AID 743398, 2014; in the data active = activation above about 30%, passing the limit was not always enough;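 also: 0% = neutral control wells and 100% = positive control wells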
# Starred values were filed as active, the others as inactive. Only part of the results is shown (hit frequency here may not be typical).
SMILES,phage Ecoli inh,Wnt act
Cn1cc(CCOCc2ccccn2)c2ccccc21,2.5,5
COCCNc1nc(NCc2ccccc2)nc2ccsc12,1.8,-9
C=C(C)CSc1nc2sc3c(c2c(=O)n1-c1ccc(OC)cc1)CCN(C)C3,-0.9,0
Cc1ccccc1-c1csc(C(O)c2cccc(Cl)c2)n1 (stereo unspecified),3.2,-3
Cc1ccc(C)c(C(O)c2ncc(-c3ccc4ccccc4c3)[nH]2)c1 (stereo unspecified),3.1,0
CC(C)c1ccc(NC(=O)C2(C)Cc3c(-c4cccc(C(N)=O)c4)ccnc3O2)cc1 (stereo unspecified),2.2,1
C[C@H]1CN([C@@H](C)CO)C(=O)CCCn2cc(nn2)CO[C@@H]1CN(C)C(=O)c1ccccc1,2.6,-3
O=c1cc(CN2CCCCCCC2)c2ccccc2o1,1.8,-2
COc1cccc(CNC(=O)[C@H]2CCCN2C(=O)[C@H]2CCCN2C(=O)c2ccc(C)cc2)c1,2.4,0
CC1(C(=O)NCc2ccco2)Cc2c(-c3cccc(C(N)=O)c3)ccnc2O1 (stereo unspecified),1.3,-6
CC(C)[C@@H](C)/C=C/[C@@H](C)[C@H]1CC[C@@H]2[C@]1(C)CCC1[C@]23C=C[C@]2(C[C@@H](O)CC[C@]12C)N(c1ccc(Br)cn1)O3 (stereo partly specified),0.1,-6
COc1cc(C(O)c2nc(-c3cccc(C(F)(F)F)c3)cs2)ccc1F (stereo unspecified),3.1,-2
NC(Cc1ccc(C(F)(F)F)cc1)c1csc(Nc2ccccn2)n1 (stereo unspecified),0.1,3
CCCS(=O)(=O)NC(=O)C1(C)CCCN(C(=O)c2cc(C(C)(C)C)nn2C)C1 (stereo unspecified),1.9,1
COc1ccccc1-c1cc(NC(C)=O)c2ncc(-c3ccc(F)cc3)n2c1,-1.4,0
O=C1NC[C@H](CCCCN2CCN(CCC3CCCCC3)C(=O)C2=O)N(CC2CCCCC2)C1=O,-0.9,-1
CC(C)C1C(=O)N(Cc2cn(CCC3OCCO3)nn2)CCS(=O)(=O)N1Cc1ccc(-c2ccc(F)cc2Cl)cc1 (stereo unspecified),-2.3,3
O=S1(=O)CC(N2CCN(Cc3ccccc3F)CC2)CN1Cc1cn(Cc2cccc(C(F)(F)F)c2)nn1 (stereo unspecified),3.7,10
Cc1ccc(F)cc1C(=O)N1CCCC(c2cc(C(=O)NCc3ccccc3)no2)C1 (stereo unspecified),0.8,-5
CCCNC(=O)c1cc(C2CCCN(S(=O)(=O)c3cccc4cccnc34)C2)on1 (stereo unspecified),0.6,-4
CO[C@H]1CN(C)C(=O)c2ccc(NC(=O)C3CCC3)cc2OC[C@H](C)N(Cc2ccccn2)C[C@@H]1C,3.5,2
CCOC(=O)C1=CCC(c2ccccc2C)N(S(=O)(=O)c2ccc(C)cc2)C1 (stereo unspecified),3.2,-2
C=CCC(NC(=O)N(C)C)(C(C)=O)C(=O)OC (stereo unspecified),-0.5,0
OC(c1ccc(Cl)c(Cl)c1)c1ncc(-c2ccccc2F)[nH]1 (stereo unspecified),3.8,2
C[C@@H](c1ccccc1)N1C[C@@H](COCc2ccccc2)Oc2cc(N3CC[C@@H](N(C)C)C3)ccc2S1(=O)=O,3.4,0
# Carrying on:
SMILES,phage Ecoli inh,Wnt act
CC1=C(C(=O)N(C(C)C)C(C)C)CC(CC(=O)NCC2CCCCC2)C(=O)N1Cc1ccc(C(C)(C)C)cc1 (stereo unspecified),-0.5,-3
Cc1c(C(=O)N2CCC2(C)C(=O)O)oc2ccccc12 (stereo unspecified),1.6,-6
Brc1ccc2nc(C3CCCCC3)c(Cc3ccsc3)n2c1,2.0,0
COc1ccc(-c2coc3c(C(=O)NCC4CCOCC4)cccc23)c(C)c1,1.6,-4
O=C(CC1CCCC1)N[C@H](C(=O)N1CCC[C@H]1C(=O)NC1CCCC1)c1ccccc1,1.7,-3
CCC(=O)N[C@H]1C=C[C@H](CC(=O)OC)O[C@@H]1CO,1.9,-1
COc1cc(NC(=O)c2ccc(-c3cn[nH]c3)c3ccoc23)cc(OC)c1OC,0.5,-4
Cc1cccc(S(=O)(=O)NC(=O)C2(C)CCN2C(=O)C/C=C/c2ccccc2)c1 (stereo unspecified),1.2,-1
Cc1ccccc1-c1nc(NC(C)C)nc2ccsc12,3.1,-1
C(=C\c1ccccc1)/CN1CCN(C(c2ccccc2)c2nnnn2Cc2ccccc2)CC1 (stereo unspecified),1.8,-2
CCCc1ccc(C(O)c2ncc(-c3cccc(F)c3)[nH]2)cc1 (stereo unspecified),3.6,9
COc1ccccc1CNc1nc(NCc2ccc(NC(C)=O)cc2)c2sccc2n1,2.0,-1
Cn1ccc2c(-c3ccc(F)nc3)cc3c(c21)C1CCC3C1 (stereo unspecified),-0.6,1
COC(=O)c1ccc2nc(-c3ccco3)c(Cc3cccc(Cl)c3)n2c1,2.3,-2
O=C(NN=Cc1ccco1)C(=O)Nc1cccc(C(F)(F)F)c1,2.5,-2
O=c1cc(CCc2ccccc2)[nH]c(=O)[nH]1,0.5,-2
O=C(NCc1ccccc1Br)c1cccs1,3.1,1
CN1CCCCC(NC(=O)c2cccc(F)c2)C1=O (stereo unspecified),1.7,1
CC(C)N1CCC(C)(C(=O)Nc2cc(-c3ccccc3)nn2C)C1 (stereo unspecified),2.0,0
CC1=C(C(=O)N2CCOCC2)CC(CC(=O)NCCc2ccccn2)C(=O)N1CCCN1CCCC1=O (stereo unspecified),4.4,0
O=C1Nc2ccccc2C1=NN=Cc1ccco1,-0.5,0
CC(C)[C@@H]1Cc2[nH][nH]c(=O)c2[C@H](CCc2ccccc2)O1,2.7,-3
COCCNC(=O)C1CCCN(C(=O)c2cc(C)nn2C(C)(C)C)CC1 (stereo unspecified),2.5,0
CC(=O)Nc1ccc(-c2ccnc3c2CC(C(=O)NCCC(F)(F)F)O3)cc1 (stereo unspecified),0.9,0
CCOC(=O)[C@]12CCCC=C1N(Cc1ccccc1)C(=O)[C@H](CC(=O)N1CCCCCC1)C2,2.4,-4

# Brought forward from above: two entries; new compounds follow.
SMILES,phage Ecoli inh,Wnt act
CC(=O)Nc1ccc(-c2ccnc3c2CC(C(=O)NCCC(F)(F)F)O3)cc1 (stereo unspecified),0.9,0
CCOC(=O)[C@]12CCCC=C1N(Cc1ccccc1)C(=O)[C@H](CC(=O)N1CCCCCC1)C2,2.4,-4
Cc1ccc2nc(CN(C)C(=O)[C@@H](Cc3ccccc3)NC(=O)[C@H]3O[C@@H](n4cnc(C(N)=O)n4)[C@H](O)[C@@H]3O)[nH]c2c1,0.0,-5
COc1ccccc1CNC(=O)c1cc(-c2cc(F)ccc2OC(C)C)n[nH]1,1.3,-4
Cc1cccc(-c2ccc([N+](=O)[O-])cc2CN2CCN(c3ncc(Cc4ccccc4)cn3)CC2)c1,0.5,-2
CC1(C(=O)Nc2cccc3cccnc23)CCN1C(=O)CCC1CCCC1 (stereo unspecified),1.0,-5
C[C@@H]1O[C@H](C2CCCCC2)Cc2[nH][nH]c(=O)c21,-3.0,5
COc1ccc(-c2ncn(CCc3ccccc3OC)c2CC(C)C)cc1,-0.7,-20
Cc1cc(C)cc(Cn2cc(CN3CC(N(C)C)CS3(=O)=O)nn2)c1 (stereo unspecified),1.7,0
O=C1NC[C@H](CCCCN2C[C@H](Cc3ccc(O)cc3)N(CCC3CCCCC3)C(=O)C2=O)N(CCc2ccc(O)cc2)C1=O,1.8,0
COc1ccc(C2CC(=O)C(c3ccccc3OC)=CN2Cc2ccccc2)cc1 (stereo unspecified),0.8,-1
O=S1(=O)CC(N2CC=CC2)CN1Cc1cn(Cc2ccccc2)nn1 (stereo unspecified),0.8,-3
CCCNC(=O)C1(C)CCCN(C(=O)C(c2ccccc2)c2ccccc2)C1 (stereo unspecified),3.9,-2
O=C(NCCCN1CCOCC1)c1[nH]c(C(F)(F)F)nc1-c1ccccc1,1.5,0
COc1ccc(Cl)cc1-c1noc([C@@H]2O[C@H](CO)[C@@H](O)[C@H]2O)n1,-0.4,-5
C[C@@H]1CN([C@H](C)CO)C(=O)CCCn2cc(nn2)CO[C@H]1CN(C)C(=O)c1ccncc1,2.0,-2
COC(=O)c1ccc2nc(-c3ccc(OC)c(OC)c3)c(Cc3ccccc3)n2c1,0.1,-2
CCCCOCCCNC(=O)C[C@H]1C[C@@]2(C(=O)OC)C(=C[C@H](C(C)(C)C)O[C@@H]2C)N(Cc2ccccc2)C1=O,2.9,-3
CCOC(=O)N(C)c1c(CC)nc2c(OCc3ccc(C(F)(F)F)cc3)cccn12,0.2,0
COc1ccc(OC)c(NC(=O)C2(C)CCN2C(=O)Cc2ccccc2)c1 (stereo unspecified),2.4,-5
CC(C)CNC(=O)c1cccc2c(-c3cccc(C(N)=O)c3)coc12,-0.3,2
O=S1(=O)N[C@H](Cc2ccccc2)COc2cccc(F)c21,1.6,-1
CC1(C)OC(=O)C2=C(C[C@@H](C3CCCC3)O[C@H]2CCc2cccc(Cl)c2)O1,-2.1,-4
O=C(NCc1ccco1)c1cccc(-c2ccc3nccn3c2)c1,0.8,-2
COC(=O)C1=C(C)N(C)C(=NCc2ccc(OC)cc2)NC1c1ccc(F)cc1 (stereo unspecified),2.6,-1
COc1cccc(Nc2nc(C(N)Cc3ccc(F)cc3)cs2)n1 (stereo unspecified),-0.6,9
O=C1NC[C@H](CCCCN2CCN(CC3CCCCC3)C(=O)C2=O)N(CC2CCCCC2)C1=O,3.3,-3

# A section taken from the entries so far, as a working copy:
SMILES,phage Ecoli inh,Wnt act
Cc1ccc2nc(CN(C)C(=O)[C@@H](Cc3ccccc3)NC(=O)[C@H]3O[C@@H](n4cnc(C(N)=O)n4)[C@H](O)[C@@H]3O)[nH]c2c1,0.0,-5
COc1ccccc1CNC(=O)c1cc(-c2cc(F)ccc2OC(C)C)n[nH]1,1.3,-4
Cc1cccc(-c2ccc([N+](=O)[O-])cc2CN2CCN(c3ncc(Cc4ccccc4)cn3)CC2)c1,0.5,-2

# Remaining list, next part:
SMILES,phage Ecoli inh,Wnt act
CN(C)CCNC(=O)c1cccc(-c2cnc3c(NC=O)cc(-c4ccc(S(C)(=O)=O)cc4)cn23)c1,1.8,-2
Cc1cccc(C)c1NC(=O)C1(C)CSCC(=O)N1CCc1ccccc1F (stereo unspecified),0.6,-2
CC(C)NC(=O)C1(C)CCN1Cc1cccc(C#N)c1 (stereo unspecified),1.6,-2
COC(=O)[C@@]12C[C@@H](CC(=O)N3CCSCC3)C(=O)N(CCc3ccc(OC)c(OC)c3)C1=CCC(C)(C)C2,0.2,-4
COc1cccc(-c2oc3c(c2-c2ccc(Br)nc2)C(O)CCC3)c1 (stereo unspecified),1.0,0
CC1(C(=O)O)CCCN1C(=O)c1cccc(C(F)(F)F)c1 (stereo unspecified),0.5,-3
O=C(NN=Cc1ccccc1Cl)C(=O)Nc1cccc(C(F)(F)F)c1,2.5,0
CC(CSC(=O)c1ccccc1)C(=O)N1c2ccccc2CC1C(=O)O (stereo unspecified),2.7,-1
O=C(NCc1cccnc1)c1cc(C2CCCCN2C(=O)CCCc2ccccc2)on1 (stereo unspecified),3.1,-3
NNC(=O)CNC(=O)Nc1n[nH]c(=S)s1,0.9,0
CCOC(=O)C1(C)CCCN(C(=O)c2ccccc2F)C1 (stereo unspecified),1.9,0
CN(C)c1ncnc2c1ncn2[C@H]1CN(C2CCCC2)C[C@@H](CO)O1,1.7,1
CC(=O)c1ccc(OC2(C)CCN(Cc3ccc(OC(F)(F)F)cc3)C2)cc1 (stereo unspecified),1.2,-27
CCOC(=O)C1=CCN(S(=O)(=O)c2ccccc2F)C1c1ccc(Cl)cc1 (stereo unspecified),0.7,-3
COc1ccc(CNC(=O)C2Cc3c(-c4cccc(C(C)=O)c4)ccnc3O2)cc1OC (stereo unspecified),0.2,0
NC[C@H]1O[C@@H](n2ccc(N)nc2=O)[C@H](O)[C@@H]1O,4.0,10
CC(=O)Nc1ccc(C(=O)N2CCCCC2c2cc(C(=O)NCc3ccccc3)no2)cc1 (stereo unspecified),2.3,-2
C=CCO[C@H]1CN(C(=O)OC)[C@@H]2C[C@H]1Oc1ccccc12,1.3,2
Cc1ccc(C)c([N+](=O)[O-])c1,2.9,-3
Cc1cc2oc(=O)cc(CN3CCCCC3)c2cc1Cl,3.4,-1
CC(=O)c1ccc(OCc2nnn(CC(=O)O)c2-c2ccccc2)cc1,2.2,-4
CCCCC[C@@H]1CCCCC[C@@H](O)C[C@H](O)[C@H](O)/C=C/C(=O)O1,3.4,-1
O=c1ccn2c(n1)OC1CC2OC1COC(c1ccccc1)(c1ccccc1)c1ccccc1 (stereo unspecified),1.1,-4
OC(c1ccccc1)(c1ccccc1)C1CCN(CCCOc2ccc(-c3cccnc3)cc2)CC1,1.9,-17
COC[C@@H]1CCCN1c1ccc2c(c1)O[C@@H](COCc1ccccc1)CN([C@@H](C)c1ccccc1)S2(=O)=O,-2.0,-6
COc1cccc(Cn2c(C(C)n3c(C)nc4ccccc43)nc3ccccc32)c1 (stereo unspecified),1.6,-3
CN1CCN(c2ccc(CNC(=O)C3Cc4c(-c5ccccc5Oc5ccccc5)ccnc4O3)cc2)CC1 (stereo unspecified),2.5,-6

# Record cards (already shown).
# `CC1(C(=O)Nc2cccc3cccnc23)CCN1C(=O)CCC1CCCC1` (stereo unspecified) in the list: phage Ecoli inh = 1.0; Wnt act = -5
# `CCCc1ccc(C(O)c2ncc(-c3cccc(F)c3)[nH]2)cc1` (stereo unspecified) in the list: phage Ecoli inh = 3.6; Wnt act = 9
# `O=c1ccn2c(n1)OC1CC2OC1COC(c1ccccc1)(c1ccccc1)c1ccccc1` (stereo unspecified) in the list: phage Ecoli inh = 1.1; Wnt act = -4

# High-throughput results: PubChem BioAssay, several laboratories
